Tn7 DDE FP = disrupts Tn7 cyclic peptide binding to fibrin D-Dimer-E complex. P02675. FP displacement of FITC-Tn7 peptide from fibrin DD(E); 0% = median of compound wells per plate. inhibition, % at 8.3 µM. 0.13% of 370,000 active;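 active means inhibition above the mean of compounds falling within the control limits plus 3 SD of them, cut at about 14% in these data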;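 further: 0% = plate median of compound wells and 100% = 10 µM Aha-Tn7 peptide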
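Assay system: Human clot-derived fibrin DD(E) complex | Buffer or medium: Tris/NaCl/CaCl2 buffer, pH 7.8 | Repeats: One replicate per compound | Benchmarks: Aha-Tn7 high control | Measure: % inhibition scaled between sample-field median and high-control FP | Schedule: 10 min plus 3 h, room temperature | Signal: Fluorescence polarization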
ABHD4 inh = inhibits mouse alpha/beta hydrolase domain 4; inhibition, % at 8.92 µM; AID 720543; Q8VD66; 0.54% of 370,000 active; purified mABHD4, FP-Rh probe fluorescence polarization;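 active means inhibition exceeding the mean over every tested compound plus 3 SD, cut at about 30% in these data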;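 further: 0% = plate median of compound wells and 100% = S159A mutant with DMSO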
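assay system = mABHD4 protein | compound dosing = single nominal dose of 8.92 µM, 0.89% DMSO final | read-out basis = percent inhibition of probe binding, normalized to plate controls | schedule = Enzyme–compound pre-incubation 45 min, then probe 60 min, both 25 °C | detection = fluorescence polarization, excitation 525 nm, emission 598 nm, BODIPY TMR filters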
TDP2 inh = TDP2 (human) inhibition, absorbance primary screen. inhibition, % at 12.8 µM. recombinant TDP2, T5PNP hydrolysis, p-nitrophenol absorbance 415 nm. 0.34% of 370,000 active. O95551;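 active means inhibition above the mean of all tested compounds plus 3 SD, set per campaign, cut at about 25% in these data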;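 further: 0% = DMSO with enzyme and 100% = buffer with substrate but no TDP2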
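Incubation: 2 h at 37 °C; Test system: recombinant human TDP2; Quantity: enzyme 120 nM; Read-out basis: percent inhibition; Medium: 50 mM Tris-HCl pH 7.5 with Mg2+, KCl, DTT, BSA; Repeats: single replicate; Compound: 12.8 µM single point, 1% DMSO; Signal: epi absorbance; Reagent: 5 mM T5PNP chromogenic substrate; Benchmarks: no-enzyme high, DMSO-plus-enzyme low.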
TCR CD3 inh = inhibitors of human TCR-CD3 interaction; inhibition, % at 9.4 µM; AID 651800; TAMRA-labeled TCR probe fluorescence, biochemical; 0.37% of 360,000 active; in the data active means inhibition above about 19%;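 further: recombinant mutant TCR 2C K166C tagged with TAMRA read by polarization; 0% = receptor in buffer alone and 100% = receptor with positive control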
SIAE inh = blocks human sialic acid acetylesterase; Q9HAT2; SIAE FP-Rh probe binding, fluorescence polarization; inhibition, % at 9.66 µM; 0.69% of 370,000 active; AID 1053197;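 active means inhibition above a cutoff: mean of compounds within the control limits plus 3 SD of those, cut at about 17% in these data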;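 further: 0% = plate median of compound wells and 100% = probe without SIAE protein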
UHRF1 binding = human UHRF1 methylated DNA binding inhibitors; UHRF1 binding to methylated oligo, TR-FRET; inhibition, % at 4.4 µM; 0.75% of 370,000 active; Q96T88; in the data active means inhibition above about 21%;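 further: UHRF1 SRA domain binding a hemimethylated CpG hairpin DNA probe; 0% = median of test compound wells and 100% = reference inhibitor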
Target sequence (Q96T88 whole entry, looked up, the tested form may be a part): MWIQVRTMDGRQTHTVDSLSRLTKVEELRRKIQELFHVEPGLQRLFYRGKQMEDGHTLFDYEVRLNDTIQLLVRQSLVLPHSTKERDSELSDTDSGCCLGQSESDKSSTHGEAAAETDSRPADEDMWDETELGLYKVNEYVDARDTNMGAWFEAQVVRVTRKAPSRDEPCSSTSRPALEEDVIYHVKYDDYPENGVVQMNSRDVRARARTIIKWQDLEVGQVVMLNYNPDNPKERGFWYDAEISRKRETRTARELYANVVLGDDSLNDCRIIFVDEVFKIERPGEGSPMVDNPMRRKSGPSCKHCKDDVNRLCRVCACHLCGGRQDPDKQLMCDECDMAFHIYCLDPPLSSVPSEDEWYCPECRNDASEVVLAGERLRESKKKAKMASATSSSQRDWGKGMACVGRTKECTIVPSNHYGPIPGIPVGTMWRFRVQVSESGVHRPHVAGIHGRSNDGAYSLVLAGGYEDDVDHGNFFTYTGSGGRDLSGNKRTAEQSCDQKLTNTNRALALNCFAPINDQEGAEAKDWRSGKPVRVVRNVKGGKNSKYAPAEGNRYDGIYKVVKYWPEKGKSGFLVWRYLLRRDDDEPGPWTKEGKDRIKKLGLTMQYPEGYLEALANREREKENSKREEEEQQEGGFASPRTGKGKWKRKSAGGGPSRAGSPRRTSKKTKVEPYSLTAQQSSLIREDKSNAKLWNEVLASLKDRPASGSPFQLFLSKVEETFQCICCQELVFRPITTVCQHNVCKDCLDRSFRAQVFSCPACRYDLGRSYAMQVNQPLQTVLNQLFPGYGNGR
LEDGF integ inh = blocks HIV-1 LEDGF/p75-dependent DNA integration; TR-FRET IN-LEDGF/p75 DNA integration, Eu/Cy5; inhibition, % at 3.7 µM; 0.64% of 370,000 active; AID 743269;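 active means inhibition above the screen-wide mean plus 3 SD, cut at about 13% in these data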;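 further: signal is the Cy5 over europium emission ratio at 671 and 618 nm; 0% = plate median of compound wells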
PRMT1 inh = PRMT1 (human) inhibition, primary screen | 1.3% of 370,000 active | Q99873 | inhibition, % at 2.79 µM | recombinant PRMT1, activity-based probe fluorescence polarization;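 active means inhibition above about 21% made by adding two undisclosed values, limit read from the data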
PG9 binder = small molecules binding HIV-1 gp120 antibody PG9 | TR-FRET gp120-PG9 antibody binding | inhibition, % at 6.7 µM | 0.43% of 360,000 active; in the data active means inhibition above about 8.5%
HTRA1 inhibitor = blocks human HTRA1 serine peptidase; Q92743; recombinant HTRA1, FP-rhodamine activity-based probe, fluorescence polarization; inhibition, % at 5.96 µM; 0.5% of 340,000 active; AID 504803; in the data active means inhibition above about 36%;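 further: 0% = enzyme with DMSO and 100% = wells lacking enzyme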
An asterisk follows results filed as active; · = not tested or not shown.

SMILES | Tn7 DDE FP | ABHD4 inh | TDP2 inh | TCR CD3 inh | SIAE inh | UHRF1 binding | LEDGF integ inh | PRMT1 inh | PG9 binder | HTRA1 inhibitor
CC(=Nc1ccc(O)cc1)c1sc2ccccc2c1O | -1 | 39* | 6 | 8 | 2 | -8 | 2 | 27* | -3.6 | 10
O=C(CCN1C(=O)c2cccc3cccc(c23)C1=O)Nc1ccccc1 | 7 | -4 | -16 | -1 | -7 | 6 | 1 | 3 | 0.3 | -1
COC(=O)[C@]1(CC(C)C)N[C@H](c2ccc(-c3ccc(F)cc3)c(OC)c2)[C@@H]2C(=O)N(C)C(=O)[C@@H]21 | -3 | -4 | 2 | 1 | -6 | 0 | 0 | 3 | -1.6 | -10
COc1cc2c(cc1NC(=S)Nc1cccc3ccccc13)oc1ccccc12 | -4 | 13 | -3 | -7 | 11 | -2 | -2 | 4 | -1.2 | -7
CC(C)NC(=O)C1(C)CSCC(=O)N1Cc1cccc(C(F)(F)F)c1 (stereo not given) | -2 | 0 | 6 | -4 | 2 | -2 | 0 | 0 | 0.3 | ·
CC(C)CCNC(=O)c1ccc2c(SCC(=O)O)c3c(nc2c1)CCCC3 | -2 | 5 | -14 | 5 | -8 | 0 | 1 | -2 | -1.4 | 0
Cc1cc2cc(CCNS(=O)(=O)c3ccc(F)cc3)c(=O)[nH]c2cc1C | 3 | 0 | -9 | 5 | 1 | -2 | 3 | -3 | 0.9 | -7
CC(C)Cn1c(N)c(C(=O)CSc2nnnn2C)c(=O)n(C)c1=O | 7 | 2 | -2 | 2 | 2 | -4 | -3 | -2 | -0.4 | 1
COc1ccc(O)c(C(=O)c2cnn(C(=O)c3cccc(N(C)C)c3)c2)c1 | -2 | 11 | 5 | 0 | 12 | -3 | 3 | 1 | -2.2 | -2
CC(NC(=O)c1ccccc1)c1nc2ccccc2n1Cc1ccc(C#N)cc1 (stereo not given) | -1 | 11 | 2 | -3 | -8 | 0 | -3 | 0 | -1.2 | -4
COc1ccccc1C(=O)OCC(=O)c1cccc([N+](=O)[O-])c1 | 7 | 5 | 11 | -6 | 1 | 1 | -2 | -1 | -1.0 | 5
Cc1cccc(C)c1NC(=O)CN(C)C(=O)c1ccc(N2C(=O)CCC2=O)cc1 | 1 | 1 | 0 | -3 | 1 | 2 | -4 | 2 | 4.0 | -2
O=C(NCC(c1ccco1)N1CCN(c2ccccc2)CC1)c1ccc2c(c1)OCO2 (stereo not given) | -2 | -4 | 0 | 10 | 2 | -3 | 4 | -3 | -0.5 | -2
CC(CCc1ccccc1)NC(=O)C(=O)NCCO (stereo not given) | -11 | -2 | -4 | 9 | 0 | -4 | 1 | 0 | -1.7 | 3
O=[N+]([O-])c1cccc(-c2nnc(CNC3CC3)o2)c1 | 3 | 1 | 9 | -2 | 4 | -3 | 1 | -2 | 0.7 | 2

Brought forward from above: 5 entries, then new ones.
SMILES | Tn7 DDE FP | ABHD4 inh | TDP2 inh | TCR CD3 inh | SIAE inh | UHRF1 binding | LEDGF integ inh | PRMT1 inh | PG9 binder | HTRA1 inhibitor
COc1ccccc1C(=O)OCC(=O)c1cccc([N+](=O)[O-])c1 | 7 | 5 | 11 | -6 | 1 | 1 | -2 | -1 | -1.0 | 5
Cc1cccc(C)c1NC(=O)CN(C)C(=O)c1ccc(N2C(=O)CCC2=O)cc1 | 1 | 1 | 0 | -3 | 1 | 2 | -4 | 2 | 4.0 | -2
O=C(NCC(c1ccco1)N1CCN(c2ccccc2)CC1)c1ccc2c(c1)OCO2 (stereo not given) | -2 | -4 | 0 | 10 | 2 | -3 | 4 | -3 | -0.5 | -2
CC(CCc1ccccc1)NC(=O)C(=O)NCCO (stereo not given) | -11 | -2 | -4 | 9 | 0 | -4 | 1 | 0 | -1.7 | 3
O=[N+]([O-])c1cccc(-c2nnc(CNC3CC3)o2)c1 | 3 | 1 | 9 | -2 | 4 | -3 | 1 | -2 | 0.7 | 2
O=C(Nc1ccc(C(=O)O)cc1)/C(=C\C=C\c1ccccc1)NC(=O)c1ccccc1Cl | 7 | -30 | -4 | 3 | -14 | 2 | -1 | 5 | -15 | -8
O=C(CSc1nc(=O)n(CCCN2CCOCC2)c2c1CCCC2)Nc1cccc([N+](=O)[O-])c1 | 3 | -8 | -10 | 1 | 7 | 0 | 2 | 6 | 1.4 | -3
O=S(=O)(O)c1cccc(N=Nc2c(O)ccc3ccccc23)c1 | -2 | 13 | -14 | 5 | -12 | -6 | 0 | 0 | -8.2 | -4
CC1=C(C(=O)N(C(C)C)C(C)C)CC(CC(=O)NC2CCCCC2)C(=O)N1Cc1ccccc1 (stereo not given) | 4 | -1 | 3 | -4 | -2 | -2 | -3 | 1 | 1.3 | 2
c1cc2c3c(cccc3c1)-c1cnccc1-2 | 4 | 4 | -7 | 2 | 0 | -13 | 8 | -2 | 1.2 | -9
Cc1ccc(C(C(=O)NCc2ccc(F)cc2)N(C(=O)c2csnn2)C2CC2)o1 (stereo not given) | -2 | 1 | 3 | 7 | 5 | 0 | 0 | -2 | -1.0 | 4
O=C(N[C@H]1c2ccccc2C[C@H]1O)[C@H]1O[C@@H](n2ccc(=O)[nH]c2=O)[C@H](O)[C@@H]1O | 1 | 5 | -4 | -4 | 10 | -3 | 2 | -2 | -1.8 | ·
CNC(=O)CSc1nc2nc(C)cc(C)n2n1 | -4 | 10 | 2 | -1 | -2 | 4 | -1 | 5 | 0.6 | 8
O=S(=O)(c1cccc2nsnc12)N1CCc2ccccc2C1 | -2 | 1 | -1 | 2 | 4 | 2 | -3 | -3 | -0.9 | -7
S=C(NCc1ccncc1)Nc1ccc(Cl)cc1Cl | 5 | -5 | 15 | -1 | -2 | -5 | 2 | -2 | 0.3 | -2
CCCCN(C=O)c1c(CC)nc2c(OCc3ccc(Cl)cc3Cl)cccn12 | -3 | 2 | -3 | 3 | -2 | -2 | -1 | -1 | -0.2 | ·
O=C(NN1C(=O)C2C3CCC(O3)C2C1=O)c1ccc(Br)o1 (stereo not given) | 6 | 2 | 5 | 0 | 3 | 1 | 1 | -5 | -0.6 | 0
O=C(O)C1C2C=CC3(CN(Cc4ccccn4)C(=O)C13)O2 (stereo not given) | 1 | -5 | -14 | -16 | 4 | 3 | 6 | -2 | -4.7 | 0
O=C(COC(=O)c1cc(Cl)ccc1O)NNC(=O)c1ccccc1F | -1 | 0 | -7 | 4 | -2 | -2 | 1 | -2 | 0.1 | -4
O=C(Nc1ccc(Cl)cc1)c1cc2nc(-c3ccco3)cc(C(F)(F)F)n2n1 | 1 | 0 | 1 | 9 | 8 | -1 | 0 | -2 | 0.5 | -7

Compound profiles, as listed above:
COc1ccccc1C(=O)OCC(=O)c1cccc([N+](=O)[O-])c1 reads Tn7 DDE FP: 7; ABHD4 inh: 5; TDP2 inh: 11; TCR CD3 inh: -6; SIAE inh: 1; UHRF1 binding: 1; LEDGF integ inh: -2; PRMT1 inh: -1; PG9 binder: -1.0; HTRA1 inhibitor: 5
CC(C)CCNC(=O)c1ccc2c(SCC(=O)O)c3c(nc2c1)CCCC3 reads Tn7 DDE FP: -2; ABHD4 inh: 5; TDP2 inh: -14; TCR CD3 inh: 5; SIAE inh: -8; UHRF1 binding: 0; LEDGF integ inh: 1; PRMT1 inh: -2; PG9 binder: -1.4; HTRA1 inhibitor: 0
COc1cc2c(cc1NC(=S)Nc1cccc3ccccc13)oc1ccccc12 reads Tn7 DDE FP: -4; ABHD4 inh: 13; TDP2 inh: -3; TCR CD3 inh: -7; SIAE inh: 11; UHRF1 binding: -2; LEDGF integ inh: -2; PRMT1 inh: 4; PG9 binder: -1.2; HTRA1 inhibitor: -7

(continued)
SMILES | Tn7 DDE FP | ABHD4 inh | TDP2 inh | TCR CD3 inh | SIAE inh | UHRF1 binding | LEDGF integ inh | PRMT1 inh | PG9 binder | HTRA1 inhibitor
O=C(c1sc2ccccc2c1Cl)N1CCN(c2ncccn2)CC1 | 3 | -4 | -6 | 6 | 2 | -2 | 0 | -5 | 1.0 | -9
CC(=O)N1CCN(S(=O)(=O)c2cccc(C(=O)N(Cc3ccccc3)c3cccc(C)c3)c2)CC1 | -1 | 4 | 15 | 10 | 2 | -1 | 2 | -2 | -0.3 | -3
CCOC(=O)c1c(C)[nH]c(C(=O)OCCOc2ccc(Cl)cc2)c1C | 1 | -5 | 13 | 4 | -5 | -5 | 2 | -3 | -0.7 | -13
CCOC(=O)c1cccc(NC(=O)CCn2c(=O)oc3ccccc32)c1 | -1 | -15 | 5 | -4 | -10 | 3 | 1 | -6 | -0.6 | -2
O=C(COC(=O)c1ccccn1)NC(=O)c1ccccc1 | -2 | 1 | 5 | 0 | 1 | 1 | -6 | 3 | -0.1 | 1
Cc1nc2ccc(OC(=O)c3ccccc3)cc2s1 | -5 | 6 | 2 | -2 | -7 | 2 | -2 | -1 | -1.1 | -2
O=C1NC(=S)S/C1=C\c1ccc(SCc2ccccc2)o1 | 9 | -16 | 16 | 4 | -10 | 82* | 43* | 64* | -0.3 | -32
Cc1cc(C)c(NC(=O)CSc2nnc(-c3ccncc3)n2Cc2ccco2)c(Cl)c1 | 12 | -7 | 4 | 0 | -4 | 0 | 4 | 22* | 0.8 | 5
O=C(O)CCSCC(=O)Nc1c(C(=O)C2CC2)oc2ccccc12 | -4 | 0 | -3 | -7 | 1 | 1 | 5 | 0 | -1.5 | 6
CC(C)CCNC(=O)C(c1ccco1)N(Cc1cccs1)C(=O)Cn1nnc2ccccc21 (stereo not given) | 3 | -10 | -6 | -4 | -2 | 0 | -2 | 1 | 0.4 | -17
CCCCNCCCOc1cccc(Cl)c1 | 2 | -3 | 0 | 6 | 8 | -4 | -1 | -1 | -1.0 | 1
COc1ccc(C(=O)CCC(=O)O)cc1 | 0 | 3 | 0 | -5 | -2 | 1 | -3 | 3 | 1.6 | -10
COc1ccccc1-c1csc(Nc2ccc(Oc3ccccc3)cc2)n1 | -2 | 16 | -1 | 6 | 8 | 2 | 4 | -3 | -1.2 | ·
O=C(CN1CCN(C(=O)c2cc(C3CC3)nn2-c2ccccc2)CC1)Nc1ccc(F)cc1 | 7 | -1 | -3 | -4 | -2 | 4 | -3 | 1 | 2.6 | 0
COC(=O)/C(=C/Nc1cccc2ccccc12)[N+](=O)[O-] | -6 | 14 | 3 | -3 | 5 | -6 | 0 | 2 | -3.6 | 22
Cc1cccc2nc(C(=O)Nc3cccc(C(=O)NC4CC4)c3)cn12 | 4 | -3 | 3 | 1 | 3 | -1 | 3 | -4 | -1.9 | -5
CCCNC(=O)C1CCN(c2cc(-c3ccccc3)nc3ncnn23)CC1 | -5 | -1 | -1 | 1 | -3 | -2 | -1 | 0 | -0.8 | -7
